pPAFAH FP inh – inhibitors of human plasma PAF acetylhydrolase (pPAFAH); Q13093; recombinant pPAFAH, FP-rhodamine probe fluorescence polarization; inhibition, % at 3.39 µM; 330,000 compounds, 1.5% hits; AID 463082;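 active = inhibition above the mean inhibition across the screen plus 3 SD, cut at about 25% in these data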;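 also: inhibitors block binding of the rhodamine activity-based probe so polarization drops; 0% = enzyme with DMSO and 100% = wells lacking pPAFAH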
LYPLA1 inh – blocks human lysophospholipase 1, a PME1 counter-screen. inhibition, % at 5.9 µM. 320,000 compounds, 0.16% hits. O75608. recombinant LYPLA1, FP-Rh probe fluorescence polarization. AID 2174;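 active = inhibition above the mean of all tested compounds plus 3 SD, set per campaign, cut at about 14% in these data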;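 also: inhibitors block serine hydrolase probe labeling of LYPLA1 so polarization falls; 0% = enzyme with DMSO and 100% = wells lacking LYPLA1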
Target sequence (O75608 whole entry, looked up): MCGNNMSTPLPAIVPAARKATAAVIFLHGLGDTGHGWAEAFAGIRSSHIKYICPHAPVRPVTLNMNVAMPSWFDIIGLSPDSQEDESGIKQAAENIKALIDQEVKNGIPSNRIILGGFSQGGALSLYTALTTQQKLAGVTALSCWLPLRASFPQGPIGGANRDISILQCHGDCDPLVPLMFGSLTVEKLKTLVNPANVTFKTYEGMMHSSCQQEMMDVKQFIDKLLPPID
PAFAH2 FP inh – inhibitors of human PAFAH2; Q99487; recombinant PAFAH2, FP-rhodamine activity probe, fluorescence polarization; inhibition, % at 3.39 µM; 340,000 compounds, 0.99% hits;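 active = inhibition above the mean over all tested compounds plus 3 SD, cut at about 30% in these data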;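 also: inhibitors block probe labeling of enzyme so polarization drops; 0% = enzyme with DMSO and 100% = wells lacking PAFAH2 protein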
LYPLA2 counter – counter-screen for PME1 inhibitors: inhibitors of human LYPLA2; inhibition, % at 5.9 µM; AID 2177; 320,000 compounds, 0.38% hits; recombinant LYPLA2, FP-Rh probe fluorescence polarization;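 active = inhibition above the screen-wide mean plus 3 SD, limit set per campaign, cut at about 26% in these data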;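 also: 0% = LYPLA2 with DMSO and 100% = wells lacking LYPLA2 enzyme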
PREPL inh – inhibitors of human prolyl oligopeptidase-like enzyme PREPL. 320,000 compounds, 0.68% hits. recombinant PREPL, fluorescence polarization activity-based probe. inhibition, % at 5.96 µM. Q4J6C6; in the data active = inhibition above about 43%;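 also: 0% = enzyme with DMSO and 100% = wells lacking enzyme; many of its hits are not listed in these tables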
PAFAH1B2 inh – blocks human PAF acetylhydrolase 1b catalytic subunit 2. P68402. recombinant PAFAH1B2, FP-rhodamine activity probe, fluorescence polarization. inhibition, % at 3.39 µM. 340,000 compounds, 1.2% hits;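 active = inhibition above the mean of all tested compounds plus 3 SD, cut at about 24% in these data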;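 also: 0% = enzyme with DMSO and 100% = wells lacking PAFAH1B2; many of its hits are not listed in these tables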
Target sequence (P68402 whole entry, looked up): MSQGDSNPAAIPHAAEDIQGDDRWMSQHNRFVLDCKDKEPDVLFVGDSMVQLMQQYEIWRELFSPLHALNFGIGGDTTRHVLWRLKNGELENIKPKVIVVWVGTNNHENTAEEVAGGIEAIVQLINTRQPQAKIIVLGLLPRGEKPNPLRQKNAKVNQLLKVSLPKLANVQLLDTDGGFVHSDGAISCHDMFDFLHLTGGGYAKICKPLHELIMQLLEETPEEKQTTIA
PAFAH1B3 inh – PAFAH1B3 (human) inhibition; Q15102; recombinant PAFAH1B3, FP-rhodamine probe, fluorescence polarization; inhibition, % at 3.39 µM; 340,000 compounds, 0.28% hits;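 active = inhibition above the screen-wide average of all tested compounds plus 3 SD, cut at about 25% in these data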;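 also: 0% = enzyme with DMSO only and 100% = wells lacking PAFAH1B3 protein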
Target sequence (Q15102 whole entry, looked up): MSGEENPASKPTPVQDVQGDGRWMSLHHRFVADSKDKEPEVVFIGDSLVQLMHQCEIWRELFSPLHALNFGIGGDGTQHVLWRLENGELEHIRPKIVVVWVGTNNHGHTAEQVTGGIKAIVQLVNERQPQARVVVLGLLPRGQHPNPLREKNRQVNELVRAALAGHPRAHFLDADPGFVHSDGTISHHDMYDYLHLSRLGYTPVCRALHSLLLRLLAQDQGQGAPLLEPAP
PAD4 inh – blocks human protein arginine deiminase 4. AID 485272. recombinant PAD4, RCA probe fluorescence polarization. Q9UM07. 330,000 compounds, 0.41% hits. inhibition, % at 6.36 µM;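 active = percent inhibition above a cutoff equal to the mean of all tested compounds plus 3 SD, cut at about 15% in these data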;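 also: 0% = PAD4 with RCA probe and DMSO and 100% = probe without PAD4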
GSTO1 counter – GSTO1 inhibition, counter-screen for RBBP9 inhibitors. P78417. recombinant GSTO1, activity-based probe fluorescence polarization. inhibition, % at 5.96 µM. 300,000 compounds, 1.1% hits;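 active = inhibition above the campaign mean inhibition plus 3 SD, cut at about 35% in these data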;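 also: 0% = GSTO1-1 with DMSO and 100% = wells lacking GSTO1-1 enzyme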
Target sequence (P78417 whole entry, looked up): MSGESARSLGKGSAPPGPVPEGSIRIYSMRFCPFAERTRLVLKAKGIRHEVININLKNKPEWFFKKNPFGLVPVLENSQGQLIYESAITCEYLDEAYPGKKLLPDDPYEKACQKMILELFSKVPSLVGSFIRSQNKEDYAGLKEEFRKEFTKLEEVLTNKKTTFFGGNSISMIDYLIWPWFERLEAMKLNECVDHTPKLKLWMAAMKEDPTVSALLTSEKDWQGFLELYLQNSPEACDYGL
Starred values were filed as active, the others as inactive; / = not tested or not shown.

SMILES	pPAFAH FP inh	LYPLA1 inh	PAFAH2 FP inh	LYPLA2 counter	PREPL inh	PAFAH1B2 inh	PAFAH1B3 inh	PAD4 inh	GSTO1 counter
CC#CCN(Cc1ccco1)C(=O)c1ccc(OC2CCN(Cc3ccccn3)CC2)cc1	0.4	2.5	6.7	10.8	48.8*	-7.3	3.3	3.3	-0.9
COc1ccc(CN(C)C(=O)c2cccc(S(=O)(=O)N3CCc4ccccc43)c2)c(OC)c1	1.1	-0.9	0.9	-2.0	11.9	8.5	8.3	-1.5	/
O=C(O)/C=C/c1cn(-c2ccccc2)nc1-c1cccc([N+](=O)[O-])c1	7.0	2.9	-2.8	4.2	-2.8	12.0	7.3	-1.7	-12.9
CC[N+]1(C)CCC(=C2c3ccccc3CC(=O)c3sccc32)CC1 (configuration not stated)	4.6	4.1	0.9	1.3	3.7	1.9	10.9	-3.3	5.4
CCSc1ccc([C@@H]2[C@H]3C(=O)N(C)C(=O)[C@H]3[C@]3(C(=O)OC)CCCCN23)cc1	3.7	-1.4	4.8	-4.5	15.1	2.5	2.5	-1.4	-9.5
CCN(CC)c1ccc(C(=O)N/N=C/c2ccc(N3CCOCC3)cc2)cc1	6.0	5.3	-0.2	5.6	4.1	3.9	-4.8	-0.6	6.1
Cc1ccc(NC(=O)CN2C(=O)NC(C)(c3ccc(Cl)cc3)C2=O)cc1 (configuration not stated)	4.3	-6.6	3.0	-6.3	-17.0	4.7	0.3	1.5	5.2
CC(C)Cc1ccc(S(=O)(=O)N2CCOCC2)cc1	6.2	1.0	-4.7	3.3	-0.7	-3.7	5.2	-4.3	5.2
N#Cc1c(/N=C/c2cc3ccccc3s2)sc2c1CCC2	-4.4	-5.2	15.2	-6.2	3.4	7.7	-12.7	-9.8	11.8
CC1CCN(C(=O)Cn2cnc3c(cnn3C(C)(C)C)c2=O)CC1	2.4	2.2	-12.8	0.9	13.6	4.9	11.1	2.8	10.4
O=C(O)c1cc(-c2ccccc2Cl)n(-c2ccccc2)n1	4.0	1.7	-7.5	7.6	-12.0	29.0*	6.1	-1.6	2.5
Nc1ccc2c(c1)nnn2-c1ccccc1	7.9	1.5	-3.7	1.5	-2.4	-1.5	-4.2	0.2	-8.3
Cc1ccc(-c2cc(C(=O)Nc3nccs3)c3ccccc3n2)c(C)c1	1.8	-0.2	-2.7	-1.5	-0.5	-0.7	-2.3	1.8	-1.9
O=C(NC(=S)Nc1cccnc1Cl)c1ccc(Cl)cc1	-1.6	-1.6	9.3	7.5	-2.5	5.8	6.2	-1.7	-1.6
COc1cccc(OC)c1C(=O)Nc1nc(COc2ccccc2)cs1	0.9	-10.9	-1.9	0.2	-17.5	1.6	4.7	6.1	3.0
O=C(Nc1ccc(N2CCOCC2)cc1)c1cccc2ccccc12	8.3	-1.3	-2.3	0.7	1.8	4.5	1.4	2.8	-1.4
CC(=O)Nc1ccc(NC(=O)C(C)OC(=O)C2CC(=O)N(CCc3ccccc3)C2)cc1 (configuration not stated)	0.6	1.7	4.8	6.6	12.3	1.3	1.4	-1.1	1.3
CC1CCC(NC(=O)c2cccc(S(=O)(=O)N3CCN(c4ccc(F)cc4)CC3)c2)CC1 (configuration not stated)	-1.1	-2.4	-1.9	2.1	1.1	7.3	5.0	-0.4	-4.5
CC(=O)Nc1nc(-c2ccc3c(c2)CCO3)cs1	1.6	0.9	-9.8	1.3	4.5	-2.7	2.4	0.2	1.1
CCOc1ccc(C(=O)CSCC(=O)O)cc1	8.7	3.0	-0.1	0.2	-1.4	-0.4	5.2	-2.4	-2.5

An excerpt from above in order of length of the SMILES, rising.
SMILES	pPAFAH FP inh	LYPLA1 inh	PAFAH2 FP inh	LYPLA2 counter	PREPL inh	PAFAH1B2 inh	PAFAH1B3 inh	PAD4 inh	GSTO1 counter
N#Cc1c(/N=C/c2cc3ccccc3s2)sc2c1CCC2	-4.4	-5.2	15.2	-6.2	3.4	7.7	-12.7	-9.8	11.8
O=C(Nc1ccc(N2CCOCC2)cc1)c1cccc2ccccc12	8.3	-1.3	-2.3	0.7	1.8	4.5	1.4	2.8	-1.4
CC(=O)Nc1ccc(NC(=O)C(C)OC(=O)C2CC(=O)N(CCc3ccccc3)C2)cc1 (configuration not stated)	0.6	1.7	4.8	6.6	12.3	1.3	1.4	-1.1	1.3

Remaining list, next part.
SMILES	pPAFAH FP inh	LYPLA1 inh	PAFAH2 FP inh	LYPLA2 counter	PREPL inh	PAFAH1B2 inh	PAFAH1B3 inh	PAD4 inh	GSTO1 counter
CC1(C)Oc2ccc(C(=O)N3CCOCC3)cc2N(CC(=O)Nc2ccccc2)C1=O	-3.6	2.2	19.2	6.3	14.1	4.9	7.0	-0.8	-6.1
O=C(NN1C(=O)C2C3C=CC(O3)C2C1=O)c1cccc(O)c1 (configuration not stated)	4.6	0.3	0.4	-2.2	-5.0	6.6	1.7	2.7	0.5
Cc1ccc(OCC(=O)NNC(=O)c2ccoc2C)c(Br)c1	-2.5	-2.6	3.2	0.8	7.9	7.3	-2.4	4.7	3.4
CC1CCCCN1C(=S)NCc1ccco1 (configuration not stated)	3.6	-0.2	0.1	3.0	1.2	4.1	3.2	-1.9	5.0
COc1ccc(F)cc1C(=O)C1CCCN(C(=O)CCN2CCCCO2)C1 (configuration not stated)	0.4	0.1	-5.5	-2.6	3.7	-0.5	4.4	-0.6	-1.2
O=C(Nc1ccc(F)cc1)C1CC(=O)N(Cc2ccco2)C1 (configuration not stated)	3.5	-4.6	4.3	-4.5	-1.9	0.8	3.4	1.3	-0.8
N=c1c(C(=O)NCc2ccco2)cc2c(=O)n3ccccc3nc2n1CC1CCCO1 (configuration not stated)	6.3	-3.6	6.4	-1.5	18.6	2.1	6.1	1.6	0.7
Cc1ccccc1NC(=O)C1(NC(=O)c2cccc(N3C(=O)CSC3c3ccccc3)c2)CCCCC1 (configuration not stated)	3.3	0.4	1.2	0.3	-9.8	-2.5	-0.5	0.6	-2.8
N#Cc1ccc(CSc2nnc(-c3cccnc3)o2)cc1	-2.3	1.1	-1.0	9.1	13.6	2.8	3.9	0.1	-2.6
COc1ccccc1N1CC(C(=O)Nc2cc(C(F)(F)F)ccc2N2CCCC2)CC1=O (configuration not stated)	3.4	-1.1	0.6	10.4	-3.8	0.1	6.7	3.0	12.4
O=c1cc(N/N=C/c2ccccc2)[nH]c(=O)[nH]1	-0.6	1.0	4.7	-2.5	26.2	8.4	3.9	-14.9	21.6
Cc1ccc(SCCC(=O)NCc2ccccn2)cc1	4.1	5.8	3.1	6.7	8.6	1.6	11.4	1.8	-4.5
CC(CC(=O)Nc1cc([N+](=O)[O-])ccc1Cl)c1ccccc1 (configuration not stated)	2.2	3.9	2.3	13.8	-1.6	13.5	0.0	0.9	-3.0
C=CC[C@@H](Cc1ccc(F)cc1)C(=O)OC[C@H]1CCCN1C(=O)[C@H](CC=C)CC(=O)N[C@H](CO)Cc1ccccc1	0.9	/	0.5	/	30.3	10.7	8.8	-8.9	/
O=C(c1cccc(Oc2c(Cl)cccc2[N+](=O)[O-])c1)N1CCOCC1	0.1	0.2	2.9	12.8	2.1	2.3	1.8	4.0	5.6
O=C1/C(=C/c2ccc(O)cc2)SC(=S)N1CC1CCCO1 (configuration not stated)	-12.3	-19.3	-34.7	-48.8	-45.2	-18.8	-22.8	-18.7	-49.6
Cc1ccc(N=C2SCCCN2C(=O)c2cccc(N3C(=O)CCC3=O)c2)cc1Cl	-0.1	-0.3	2.0	3.4	12.4	2.2	8.4	0.9	-18.4
COc1cc(C2/C(=C(\O)c3ccc4c(c3)CC(C)O4)C(=O)C(=O)N2c2nnc(C)s2)cc(OC)c1OC (configuration not stated)	1.1	3.7	4.7	3.4	-9.8	1.0	9.5	-0.4	-0.2
COc1ccc(Nc2nc(N)nc(CSC(=S)N3CCCCC3)n2)cc1	4.1	-0.4	6.9	2.3	5.5	1.7	3.1	-0.5	4.0
CC1CCc2[nH]c3ccc(C(=O)N(C)CC(=O)Nc4ccccc4C(F)(F)F)cc3c2C1 (configuration not stated)	7.0	-1.2	1.0	0.9	0.1	1.0	3.1	1.1	8.2
Cc1ccc(NC(=O)CSc2nnc(-c3cnccn3)n2-c2ccccc2)cc1	-2.8	-1.2	2.4	1.9	11.6	-3.4	3.0	-3.2	-1.6
CCCn1c(SCC(=O)c2[nH]c(C)c(C(C)=O)c2C)n[nH]c1=O	3.6	4.0	1.1	4.5	12.4	-1.7	-0.6	-5.2	-3.5
Cc1cc2[nH]cnc2c([N+](=O)[O-])c1C	-4.8	0.8	9.1	4.8	17.7	4.1	-0.8	-4.9	6.8
O=C(NCc1nc2ccccc2[nH]1)C1CCCCC1	2.9	-0.4	-2.5	2.5	2.7	0.9	8.3	0.2	10.8
O=C1CC(c2ccccc2)Cc2nc(N3CCc4ccccc4C3)ncc21 (configuration not stated)	6.0	-2.5	-7.3	0.3	-12.4	-1.7	0.3	7.2	4.5
O=C(Cc1ccc(Cl)cc1)NC1CCS(=O)(=O)C1 (configuration not stated)	1.5	-2.5	-1.6	-1.4	1.1	4.0	9.4	1.3	-13.4
Cc1cccc(N=c2c([N+](=O)[O-])nn(-c3ccc(Cl)cc3)n2O)c1	1.9	-2.1	-7.3	-5.3	21.8	4.7	2.4	1.4	14.5
CNC(=O)c1cc(Nc2nnc(C)c3ccccc23)ccc1OC	1.8	0.2	3.5	-1.1	-2.1	3.0	4.7	-1.1	-3.6
O=c1cc(N2CCN(c3ccccc3Cl)CC2)[nH]c(=O)n1Cc1ccc(F)cc1	2.4	3.6	2.5	7.3	14.4	0.1	-2.2	-0.7	9.2
O=C(CCN1C(=O)c2ccccc2C1=O)Nc1sc2c(c1C(=O)NCc1ccco1)CCCC2	5.6	-3.4	-1.2	-2.1	2.6	-3.4	1.5	7.9	-1.2
COC(=O)C1=C(C)OC(N)=C(C#N)C1c1c(C)nn(-c2ccccc2)c1Cl (configuration not stated)	4.6	-2.5	-5.7	5.3	1.1	7.4	4.7	-1.4	5.1
CCN1C(=O)CS/C1=C(\C#N)S(=O)(=O)c1ccccc1	-4.6	-7.4	-16.2	-11.9	-30.1	-7.6	-21.5	-39.8	25.6
O=C(COC(=O)C1CC1)c1c[nH]c2ccccc12	-5.0	0.3	2.7	1.2	1.2	3.1	-13.2	-3.9	2.7
O=C(Nc1ccc(Oc2cccnc2)cc1)C1CCN(Cc2ccc(F)cc2)CC1	-4.0	-2.6	-1.7	-4.1	-5.7	-0.2	0.9	-6.1	8.1
CCOc1ccc2nc(SC3CC(=O)N(c4ccccc4)C3=O)sc2c1 (configuration not stated)	4.4	-2.2	1.8	2.3	0.1	1.6	12.3	-3.1	10.3
O=C1[C@H]2[C@@H](c3ccc(F)cc3)N3C(=O)N(c4cccc(Cl)c4)C(=O)[C@@]3(Cc3ccc(Cl)cc3)[C@H]2C(=O)N1C1CCCCC1	6.0	-1.1	-12.4	6.6	14.4	-6.1	1.9	-2.1	-1.9
Cc1sc(NC(=O)C2CCCCC2C(=O)O)c(C(N)=O)c1-c1ccccc1 (configuration not stated)	4.8	-0.7	-1.1	4.3	-3.4	0.8	3.7	-8.6	2.4

An excerpt from above, showing only PAFAH2 FP inh.
SMILES | PAFAH2 FP inh
CC(=O)Nc1nc(-c2ccc3c(c2)CCO3)cs1 | -9.8
CCN1C(=O)CS/C1=C(\C#N)S(=O)(=O)c1ccccc1 | -16.2

These rows are one share of the data (hit frequency here may not be typical).
